VLA-4 antagonist = inhibition of LDV-FITC ligand binding to human VLA-4 integrin | AID 529 | P13612 | inhibition, % at 10 µM (by protocol) | Jurkat cells, LDV-FITC binding with Mn2+, flow cytometry; 100% = Mn2+-driven binding gain fully reversed | 24,000 compounds, 0.2% hits;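 active = inhibition above 50%; inconclusive = compound itself fluorescent, judged against control cell fluorescence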;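 also: 0% = Mn2+ stimulated cells lacking compound and 100% = ligand binding without Mn2+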
Target sequence (P13612 whole entry, looked up): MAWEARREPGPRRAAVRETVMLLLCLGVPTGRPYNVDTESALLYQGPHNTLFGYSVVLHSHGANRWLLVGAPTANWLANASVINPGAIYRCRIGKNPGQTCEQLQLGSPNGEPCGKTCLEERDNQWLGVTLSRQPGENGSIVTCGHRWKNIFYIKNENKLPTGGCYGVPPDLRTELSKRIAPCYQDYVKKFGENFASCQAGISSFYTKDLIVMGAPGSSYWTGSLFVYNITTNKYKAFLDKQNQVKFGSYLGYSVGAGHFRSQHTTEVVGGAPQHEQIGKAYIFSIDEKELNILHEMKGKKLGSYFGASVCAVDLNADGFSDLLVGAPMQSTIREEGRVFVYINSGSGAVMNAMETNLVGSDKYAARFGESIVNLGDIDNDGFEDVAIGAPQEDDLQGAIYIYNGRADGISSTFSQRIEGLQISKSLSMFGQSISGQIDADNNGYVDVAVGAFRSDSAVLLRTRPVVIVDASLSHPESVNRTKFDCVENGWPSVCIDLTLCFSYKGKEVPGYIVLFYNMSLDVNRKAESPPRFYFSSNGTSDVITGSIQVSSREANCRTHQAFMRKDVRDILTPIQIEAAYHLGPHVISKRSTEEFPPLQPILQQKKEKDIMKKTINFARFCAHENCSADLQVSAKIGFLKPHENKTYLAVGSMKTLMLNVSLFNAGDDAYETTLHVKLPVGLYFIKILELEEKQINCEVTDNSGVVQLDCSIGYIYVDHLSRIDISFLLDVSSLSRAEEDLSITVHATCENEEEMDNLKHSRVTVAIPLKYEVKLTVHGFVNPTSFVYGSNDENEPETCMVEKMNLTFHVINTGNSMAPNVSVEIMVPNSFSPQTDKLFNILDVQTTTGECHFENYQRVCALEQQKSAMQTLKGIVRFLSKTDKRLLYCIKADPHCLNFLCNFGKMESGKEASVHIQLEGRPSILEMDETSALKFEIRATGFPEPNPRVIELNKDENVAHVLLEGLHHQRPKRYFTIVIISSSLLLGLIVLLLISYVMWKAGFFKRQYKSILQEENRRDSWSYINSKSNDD
VLA-4 allo ag = allosterically activates the human VLA-4 integrin. P13612. Jurkat cells, LDV-FITC binding, flow cytometry. activation, % at 10 µM (by protocol). 24,000 tested, under 10 active. AID 528;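 active = fluorescent ligand binding to cells raised by more than 40% of the manganese-induced maximum; inconclusive = compound's own fluorescence above 85% of the ligand control signal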;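 also: 0% = ligand binding without compound and 100% = manganese-stimulated maximal binding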
Prostate diff = LNCaP prostate cell differentiation activation; flow cytometry side scatter, 4 d; 24,000 compounds, 0.56% hits; side scatter shift, % at 10 µM;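 active = side scatter shift above 30%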;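 also: androgen-responsive LNCaP prostate cancer cells in charcoal-stripped serum medium; percent of cells past a gate set so DMSO wells show 10% shift; higher shift means more granular cells and more differentiation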
Jurkat autofluor = compound fluoresces in Jurkat cells, VLA-4 screen interference | compound autofluorescence, flow cytometry; stronger effect = higher value; 1 = vehicle-only cell background | fluorescence ratio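 (tested at 10 µM compound in the well)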 | 24,000 compounds, 0.61% hits | AID 576;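 active = fluorescence ratio above 2.44, which is 1 plus 3 SD of all ratios; inconclusive = signal too bright to measure linearly, ratio around 10 or more; inactive = fluorescence ratio below 2.44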;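 also: green fluorescence of cells measured with 488 nm excitation and 530 nm emission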
Starred values were filed as active, the others as inactive; ? = inconclusive; . = no result given. A portion of the library; rates above refer to the full screens.

SMILES,VLA-4 antagonist,VLA-4 allo ag,Prostate diff,Jurkat autofluor
CS(=O)(=O)N1Cc2ccccc2CC1C(=O)Nc1ccccc1C(N)=O (stereo not drawn),-1.0,-3.0,5.0,1.03
O=C1C2CCCN2C(c2cccc(F)c2)N1c1cccc(Cl)c1 (stereo not drawn),-11.0,2.0,10.0,1.01
COc1cc(NS(=O)(=O)c2ccc(N)cc2)nc(OC)n1,-12.5,7.5,0.0,0.99
CC(=Nc1cccc(O)c1)c1sc2ccccc2c1O,?,?,10.0,2.11
Cn1cnc(S(=O)(=O)N2CCc3ccccc32)c1,6.0,-4.0,11.0,1.04
CC(CN1CCN(C)CC1)OC(=O)c1ccc(Cl)cc1Cl (stereo not drawn),-20.0,6.0,4.0,0.97
Cc1ccc(S(=O)(=O)Cc2ccc(C(=O)NCCCN3CCCC3=O)o2)cc1,-7.0,4.0,0.0,1.02
CCOC(=O)CSC1=C(C#N)C(c2ccc(Cl)cc2)C(C(=O)OC)C(=O)N1 (stereo not drawn),-3.0,2.0,3.0,1.06
Cc1nn(C)cc1CNC(=O)C1C2CCC(O2)C1C(=O)O (stereo not drawn),-6.0,1.0,16.0,0.99
O=C(NCc1ccccc1)N1CCn2c(nc3ccccc32)C1,-17.3,1.0,5.0,1.08
COc1ccc(CN2C(=O)[C@@H]3C(c4ccc(F)cc4)=NO[C@@H]3C2=O)cc1,-14.7,6.7,11.0,0.98
COc1ccc(C2C(C(=O)N3CCOCC3)CCC(=O)N2c2ccc(OC)cc2)cc1 (stereo not drawn),5.0,7.0,6.0,0.95
O=C(CN1c2cccc3cccc(c23)S1(=O)=O)N1CCOCC1,-15.0,0.5,6.0,0.99
CCCCNC(=O)CSc1cc(=O)n(C)c2ccccc12,-15.0,4.0,5.0,0.94
Cc1n[nH]c(C)c1S(=O)(=O)N1CCN(C(=O)c2ccco2)CC1,3.0,3.0,6.0,1.04
O=C(C1CCCN(S(=O)(=O)c2cnc[nH]2)C1)N1CC(=O)N(CCc2ccccc2)C(=O)C1 (stereo not drawn),-2.0,1.0,9.0,1
O=C(CC1Oc2ccccc2NC1=O)NCCCN1CCN(Cc2ccccc2)CC1 (stereo not drawn),-23.0,-1.0,12.0,1.05
O=C(NCc1ccco1)c1c2c(nc3ccccc13)CCC2,-10.5,0.0,15.0,1.23
O=C(Nc1ccc2c(c1)OCCO2)c1ccc(NC(=O)C2CCCO2)cc1 (stereo not drawn),6.0,-5.0,1.0,0.95
Cc1cn([C@H]2C=C[C@@H](CO)O2)c(=O)[nH]c1=O,-18.0,0.0,2.0,0.97
O=C(O)c1ccc2c(c1)C(=O)N(c1cc(C(=O)O)ccc1Br)C2=O,-8.0,13.0,8.0,0.87
Cc1ccc(-n2ncc3c(N4CCN(c5ccccc5)CC4)ncnc32)c(C)c1,35.0,-21.0,3.0,1.18
O=C(O)CC(Cc1ccccc1)c1ccc2c(c1)OCO2 (stereo not drawn),-24.0,2.0,9.0,1.09
CC(C(=O)NCCCN1CCOCC1)n1cccc1C(=O)c1ccccc1 (stereo not drawn),-2.0,5.7,5.0,1.06
CC(=O)c1cc(-c2ccccc2)[nH]c1N1CCOCC1,12.0,-6.0,0.0,1.07
CN(Cc1ccccc1)C(=O)CCNS(=O)(=O)c1ccc2c(c1)oc(=O)n2C,4.0,2.0,5.0,1.04
Cc1csc(NC(=O)CCn2c(=O)sc3ccccc32)n1,-5.0,-3.0,8.0,0.88
CCc1ccc(-c2nc(CSCC(=O)N3CCN(c4ncccn4)CC3)c(C)o2)cc1,23.0,-4.0,9.0,0.95
CCn1cc(C(=O)NCc2cccnc2)c2cc(OC)c(OC)cc2c1=O,13.0,-2.0,6.0,1.04
O=C(CCS(=O)(=O)c1cccc2nonc12)N1CCCc2ccccc21,-9.0,3.0,8.0,1.03

The final five entries of the part above open the next one:
SMILES,VLA-4 antagonist,VLA-4 allo ag,Prostate diff,Jurkat autofluor
CN(Cc1ccccc1)C(=O)CCNS(=O)(=O)c1ccc2c(c1)oc(=O)n2C,4.0,2.0,5.0,1.04
Cc1csc(NC(=O)CCn2c(=O)sc3ccccc32)n1,-5.0,-3.0,8.0,0.88
CCc1ccc(-c2nc(CSCC(=O)N3CCN(c4ncccn4)CC3)c(C)o2)cc1,23.0,-4.0,9.0,0.95
CCn1cc(C(=O)NCc2cccnc2)c2cc(OC)c(OC)cc2c1=O,13.0,-2.0,6.0,1.04
O=C(CCS(=O)(=O)c1cccc2nonc12)N1CCCc2ccccc21,-9.0,3.0,8.0,1.03
COc1ccc2c(c1)[nH]c1c(=O)n(CC3CCCO3)cnc12 (stereo not drawn),-18.0,-0.5,7.0,1.13
O=C(CCc1nc(-c2cccs2)no1)Nc1cnc2ccccc2c1,-7.8,2.2,3.0,1.05
Cc1cc(Cl)ccc1OCCCC(=O)NO,-13.0,0.0,3.0,0.98
COc1ccc2c(c1)CCc1c(C(=O)N3CCCCCC3)noc1-2,10.0,-1.0,5.0,1.02
CC(=O)N1CCC(Nc2ccc(C)cc2)CC1,-17.0,3.0,4.0,1.12
Cc1cc(NC(=O)c2cc3n(n2)C(C(F)(F)F)CC(c2ccco2)N3)no1 (stereo not drawn),3.0,-10.0,3.0,1.11
COC(=O)C1=C(C)C(c2cccs2)NC(=O)N1C (stereo not drawn),-10.0,-5.5,6.0,1.02
Cc1ccc(S(=O)(=O)NCCN2CCOCC2)cc1C,-4.0,-2.0,9.0,1.05
COc1ccc(OC)c(N2Cc3cc(C)c(C)cc3C2)c1,-17.5,-2.0,13.0,1.55
COc1ccc(NC(=O)C2CCN(S(=O)(=O)c3cccc4cccnc34)CC2)cc1OC,?,?,11.0,0.9
CC(=O)Nc1nc(C=C(Cl)Cl)cs1,?,?,9.0,1.14
Cc1ccccc1NC(=O)NCCN1C(=O)C2C3C=CC(C3)C2C1=O (stereo not drawn),?,?,17.0,0.8
CC(=O)c1c(C)[nH]c(C(=O)NC2CCCCC2)c1C,-4.0,-2.0,7.0,1
CCN(CC)CCCNC(=O)C1CCC(=O)N(c2ccc(OC)cc2)C1c1ccc(F)cc1 (stereo not drawn),-13.0,5.0,3.0,0.98
Cc1ccccc1-c1nc(CS(=O)CC(=O)NCCN2CCN(Cc3ccccc3)CC2)c(C)o1 (stereo not drawn),5.0,3.0,15.0,1.05
C=CCn1c(SCc2nc(N)nc(N3CCCCC3)n2)nnc1-c1ccco1,-2.0,4.0,16.0,1.01
O=C1c2ccccc2C(Nc2ccc3c(c2)OCCO3)N1Cc1ccco1 (stereo not drawn),-6.3,-0.3,6.0,1.02
CCC(=O)Oc1ccc(C/C(=N\O)c2ccc(O)cc2O)o1,2.0,2.5,18.0,1.06
CCOc1ccccc1NC(=O)C1CCN(S(=O)(=O)c2c(C)nn(C)c2C)CC1,-6.0,2.0,9.0,1.02
COC(=O)c1ccc(C(=O)OC)nc1,6.0,1.0,6.0,1.08
COC(=O)c1ccccc1NC(=O)COc1ccc(S(=O)(=O)N2CCCC2)cc1C,1.5,-1.0,2.0,0.98
CN1C(=O)CS(=O)c2ccc(C(=O)NC3CC3)cc21 (stereo not drawn),8.0,-3.0,2.0,1.01
COc1ccc(N2C(=O)C3CCCN3C2c2cccc(OC)c2OC)cc1 (stereo not drawn),-6.0,-0.4,9.0,1.01
CCC(CC)c1nnc(NC(=O)c2c(-c3ccccc3)noc2C)s1,-8.0,-2.0,8.0,1.12
O=C(O)CCCCCNc1nc(=S)[nH]c2ccccc12,-8.3,5.7,12.0,0.99
Cc1cc2c(=O)n(CC(=O)N3CCN(c4ccccc4)CC3)cnc2s1,1.0,2.0,5.0,1.02
CC(NC(=O)c1cc2ccccc2o1)c1cccs1 (stereo not drawn),19.0,-1.0,2.0,0.91
CCOC(=O)N1CCC(N2CC34C=CC(O3)C(C(=O)Nc3ccc(C)cc3)C4C2=O)CC1 (stereo not drawn),6.0,8.0,8.0,0.97
CC(C)n1c(NCc2cc(Cl)ccc2O)nc2ccccc21,6.0,-3.0,3.0,1.03
COC(=O)C1C(=O)C2=C(CC1C)NC(C)=C(C(=O)OCCOc1ccccc1)C2c1ccc(C)o1 (stereo not drawn),10.0,-6.0,10.0,1.08

(listing goes on)
SMILES,VLA-4 antagonist,VLA-4 allo ag,Prostate diff,Jurkat autofluor
NC(=O)COc1ccc(=O)n(-c2ccccc2)n1,4.0,-4.0,4.0,1.01
O=C(c1cc(-c2cccs2)on1)N1CCOCC1,8.0,0.0,6.0,1.06
O=C(O)C(Cc1ccccc1)n1cccc1 (stereo not drawn),11.0,7.0,5.0,0.93
O=S(=O)(NCc1ccccc1Cl)c1cnc[nH]1,-2.0,1.0,8.0,1.09
Cc1cc2ccccc2n1CCNC(=O)C1CC1,-9.0,-2.0,3.0,1.11
O=C(C(NS(=O)(=O)c1cccs1)c1ccccc1)N1CCN(c2ccccc2)CC1 (stereo not drawn),?,?,7.0,1.82
COc1ccc(S(=O)(=O)Cc2ccc(C(=O)NCc3cccs3)o2)cc1,-13.0,-1.0,4.0,1.06
Cc1nc(CCNC(=O)Cc2ccccc2)cs1,7.0,4.0,12.0,0.9
O=C(CN1CCN(CC(=O)c2ccc(F)cc2)CC1)Nc1ccccc1Cl,?,?,5.0,1.13
Fc1c(F)c(F)c(CSc2nc3ccccc3[nH]2)c(F)c1F,-7.0,-5.0,16.0,1.06
CCCCCC1CC(=O)N(Cc2ccccc2)C(=O)N1 (stereo not drawn),-16.0,0.5,7.0,1.11
CCCCOC(=O)C1=C(C)Nc2ncnn2C1c1ccc(OCC)c(OC)c1 (stereo not drawn),-10.0,-6.0,7.0,1.09
COc1ccccc1CNC(=O)CCN1C(=O)COc2ccccc21,3.0,5.0,4.0,0.99
CN1CCN(C(=O)c2ccc3c(=O)n(Cc4ccc(Cl)cc4)c(=S)[nH]c3c2)CC1,5.0,3.0,13.0,1.07
CC(C)c1nnc(SCC(=O)NCc2ccco2)n1C,-3.0,1.0,11.0,1.2
O=C(C(c1ccccc1)c1ccccc1)N1CCN(Cc2ccccn2)CC1,-8.0,0.0,7.0,1.06
COc1ccccc1N1CCN(c2cc(=O)n(Cc3ccc(F)cc3)c(=O)[nH]2)CC1,-17.0,10.0,19.0,1.03
CCOc1ccc(OCC)c(NC(=O)C2CCCN(S(=O)(=O)c3c(C)noc3C)C2)c1 (stereo not drawn),-7.0,3.0,.,1.05
O=C(C1CCC1)N1CCc2cc(S(=O)(=O)N3CCN(c4ccccn4)CC3)ccc21,13.0,-2.0,5.0,1.1
Fc1cccc(Nc2ncnc3c2cnn3-c2ccccc2)c1,0.0,-3.0,11.0,1.01
CCn1cc(C(=O)NCC2CCCO2)c(=O)c2cc(S(=O)(=O)N3CCCCC3)ccc21 (stereo not drawn),20.0,1.0,6.0,1.1
CC1CN(Cc2nc3c(c(=O)n(C)c(=O)n3C)n2CC(=O)c2ccccc2)CC(C)O1 (stereo not drawn),-2.0,0.0,5.0,1.07
O=C(NC1CC1)c1ccc2c(c1)ncn2C1CCCC1,-28.0,8.0,11.0,0.97
CCN1C(=O)c2ccccc2S(=O)c2ccc(C(=O)NC3CC3)cc21 (stereo not drawn),-3.3,1.3,6.0,1
O=C(NCc1ccco1)C1CCCN(S(=O)(=O)c2cccc3nsnc23)C1 (stereo not drawn),-5.0,2.0,12.0,1.03
Cc1ccc(C2C(C#N)=C(N)Oc3cc4c(cc32)OCO4)cc1 (stereo not drawn),-7.0,5.5,12.0,1.02
CCOC(=O)Cn1c(CN2CCN(c3cccc(Cl)c3)CC2)nc2c1c(=O)[nH]c(=O)n2C,12.0,3.0,10.0,1.06
COc1cc2[nH]c(=O)n3nc(-c4ccccc4)nc3c2cc1OC,?,?,5.0,1.33
CCOC(=O)c1c(C)oc2ccc(O)c(CN3CCCCC3)c12,-5.0,2.5,3.0,1
CCN1CCN(C(c2ccc(F)cc2)c2nnnn2Cc2cccs2)CC1 (stereo not drawn),-22.0,6.0,1.0,1.08

Looked up above.
VLA-4 allo ag with `O=C(NCc1ccco1)C1CCCN(S(=O)(=O)c2cccc3nsnc23)C1` (stereo not drawn) reads 2.0
Prostate diff with `O=S(=O)(NCc1ccccc1Cl)c1cnc[nH]1` reads 8.0

Next part
SMILES,VLA-4 antagonist,VLA-4 allo ag,Prostate diff,Jurkat autofluor
CCOC(=O)c1c(C)c(C(=O)N(C)C2CCCCC2)c(C)n1C,14.0,-4.0,14.0,1.16
CCOC(=O)c1ccccc1NC(=O)c1ccc(NS(C)(=O)=O)cc1,-8.0,-1.0,10.0,1.06
CC(n1cnnn1)C12CC3CC(CC(C3)C1)C2 (stereo not drawn),-30.0,-1.5,3.0,1.03
Cc1nnc(SCC(=O)NCc2ccco2)[nH]c1=O,?,?,8.0,1.66
CCN(C(=O)CCc1nc(-c2ccccc2F)no1)c1cc(OC)ccc1OC,3.0,-2.0,14.0,1.26
